Screening data: PubChem BioAssay, National Center for Advancing Translational Sciences (NCATS)
AmpC det inh – Promiscuous and Specific Inhibitors of AmpC Beta-Lactamase (assay with detergent); P00811; purified AmpC, nitrocefin hydrolysis with detergent; Potency, µM (titrated, usually from 28.7 µM), for the others: top-dose activity change, negative = inhibition; 0.09% of 71,000 active; AID 584, 2007; active = well fitted curve in the direction sought with a large enough effect
Target sequence (P00811 whole entry, looked up): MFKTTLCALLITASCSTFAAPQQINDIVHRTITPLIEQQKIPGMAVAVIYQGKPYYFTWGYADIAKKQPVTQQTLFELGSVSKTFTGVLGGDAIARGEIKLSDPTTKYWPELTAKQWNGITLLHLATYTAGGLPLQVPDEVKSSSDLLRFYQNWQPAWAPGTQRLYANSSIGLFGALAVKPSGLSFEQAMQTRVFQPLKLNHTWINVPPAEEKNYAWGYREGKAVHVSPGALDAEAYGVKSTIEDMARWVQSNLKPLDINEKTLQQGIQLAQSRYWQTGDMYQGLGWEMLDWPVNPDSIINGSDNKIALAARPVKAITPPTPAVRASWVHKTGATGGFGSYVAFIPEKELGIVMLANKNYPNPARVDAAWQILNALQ
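E. coli AmpC (5.3 nM) in 20 mM phosphate pH 7.0 with 0.01% Triton X-100, preincubated 15 min RT with compound; nitrocefin (2 uL of 800 uM stock) hydrolysis followed by 480 nm absorbance every 20 s over 4 min.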
* marks the source's active call; other numbers are inactive results; & = joins results of further samples; [ ] = dose if it differs, or a comment. % is set by controls: 0 for no effect and ±100 for the full control effect; potency is the fitted concentration of half-maximal effect. A portion of the library; the hit share may differ from the screen's.

SMILES | AmpC det inh
CC1(C)CC(=O)c2cc(OCC(=O)NCC3CCCO3)ccc2O1 (configuration not stated) | 2.6%
COc1ccc(C2C=C(c3ccc(Br)cc3)Nc3nc(N4C(=O)CCC4=O)nn32)cc1 (configuration not stated) | -3.6%
COCCNC(=O)C(C)N(c1ccc(Oc2ccccc2)cc1)S(C)(=O)=O (configuration not stated) | -2.8%
COc1ccc(OC)c(C2=NO[C@@H]3C(=O)N(c4cc(Cl)ccc4OC)C(=O)[C@H]23)c1 | -4.9%
O=C(Nc1nnc(C2CC2)s1)C1Cc2ccccc2CN1S(=O)(=O)c1cccs1 (configuration not stated) | 0.2%
CCCC(=O)Nc1ccc(NC(=O)C2CC2)cn1 | 5.4%
CCOC(=O)C1=C(C)N(C)C(C)=C(C(=O)OCC)C1c1cccnc1 | -1.5%
CN1CCN(c2nc3c(c(=O)[nH]c(=O)n3C)n2CCSc2nc3ccccc3s2)CC1 | 10.0%
O[C@@H]1[C@@H]2c3cc4c(cc3CN3CCC(=C[C@@H]1O)[C@H]23)OCO4 | 0.4%[12.8 µM]
Cc1onc(-c2c(Cl)cccc2Cl)c1C(=O)NCCCN1CCOCC1 | -3.5%
Cc1ccc(C(=O)Nc2ccc(S(=O)(=O)N3CCc4ccccc43)cc2)o1 | -3.9%
CC1CCN(c2nc3c(c(=O)n(C)c(=O)n3C)n2Cc2ccccc2)CC1 | -3.5%
Cc1cc(C(=O)N2CCN(c3ncccn3)CC2)cs1 | -2.9%
O=C(O)c1cc2cc(OCc3ccccc3)ccc2[nH]1 | 12.0%
COCc1nnc(SCC(=O)Nc2cccc(Cl)c2C)n1-c1ccccc1 | -2.8%
Cc1nn(CC(=O)O)c(C)c1C | -0.7%
O=C(Nc1ccc(O)cc1)C1CC=CCC1 (configuration not stated) | 6.7%
CCOc1ccc(NC(=O)CSc2nnnn2CC(=O)O)cc1 | -4.8%
COc1ccc2ccccc2c1CN1CCN(C(=O)c2ccccc2)CC1 | -3.5%
Clc1cccc(CSc2nnc(-c3ccccn3)n2Cc2ccco2)c1 | 2.2%
CC(C)NC(=O)CN(CCc1ccccc1)S(C)(=O)=O | -1.1%
Cc1c(/C(O)=C2/C(=O)C(=O)N(CCN3CCOCC3)C2c2cccs2)cnn1-c1ccccc1 (configuration not stated) | -4.0%
COC(=O)[C@@]1(Cc2ccc(OC)cc2)[C@H]2c3cc(C(=O)N(C)C)n(Cc4c(CO)[nH]cc(C)c4=O)c3C[C@H]2CN1C(=O)c1ccccc1 | -2.1%
COc1ccccc1OCCSc1nnnn1-c1ccc(C)cc1 | 11.1%
Cc1ccc(P(=O)(CC(=O)O)c2ccc(C)cc2)cc1 | 7.1%
SMILES | AmpC det inh
CCCOc1ccc(C2C(C(=O)c3ccc(C)o3)=C(O)C(=O)N2Cc2cccnc2)cc1 (configuration not stated) | -3.6%
CC(C)C1C(C#N)=C(N)Oc2n[nH]c(-c3ccccc3)c21 (configuration not stated) | -1.2%
Cc1csc2c(=O)n3c(nc12)CCCCC3 | 7.6%
COCCn1c(=O)c(-c2cccs2)nc2cnc(N3CCOCC3)nc21 | -0.9%
Fc1ccc(C(c2ccc(F)cc2)N2CCN(C/C=C\c3ccccc3)CC2)cc1 | -6.3%
O=P(O)(O)COc1ccccc1O | -2.8%
O=C(CN1CCOCC1)N1CCc2ccccc2C(c2ccccc2)C1 (configuration not stated) | -3.1%
COc1ccc(S(=O)(=O)N(CC(=O)N2CCN(C)CC2)c2ccccc2)cc1OC | 0.2%
Cc1ccc(N)c(N)c1 | 10.8%
O=c1c2ccccc2c2ccccc2c(=O)n1CC1CCCO1 (configuration not stated) | 0.8%
O=C(Cn1c(=O)oc2ccccc21)Nc1ccc2c(c1)OCCO2 | -7.5%
CCCN1CCO[C@@H]2c3cc(O)ccc3OC[C@H]21 | 1.4%&-4.8%
CCC[C@H]1C(=O)N2C(N(C)C)=Nc3ccc(C)cc3N2C1=O | -3.2%[12.8 µM]
CCOC(=O)c1c(COC(=O)c2ccco2)nc2ccccc2[n+]1[O-] | -3.1%
O=C(NCC1CCCO1)c1ccccc1-c1nc(-c2ccc(F)cc2)no1 (configuration not stated) | -7.4%
O=C(CC1c2ccccc2Oc2ccccc21)N1CCN(c2ccccn2)CC1 | 6.2%
COc1ccc2c(c1OC)C(=O)N(c1ncn[nH]1)C2 | -1.0%
Cc1ccccc1-n1c(=O)cc(NCC2CCCO2)[nH]c1=O (configuration not stated) | -1.3%
Cc1c(OC(=O)CNC(=O)OC(C)(C)C)ccc2c3c(c(=O)oc12)CCC3 | -6.8%
O=C1Nc2cc3c(cc2Sc2ccccc21)OCCO3 | 4.6%
COc1cccc(-c2nc(CS(=O)(=O)CC(=O)Nc3cc(C)ccc3C)c(C)o2)c1 | 4.6%
CCOc1ccc(NC(=O)c2ccccc2CO)cc1 | -2.8%
Brc1ccc(OCCn2ccnc2)cc1 | 7.3%
O=C(O)c1ccc(C2SCC(=O)N2Cc2ccccc2)cc1 (configuration not stated) | 4.9%
CC(NC(=O)COc1ccccc1)C1COc2ccccc2O1 (configuration not stated) | -2.1%

Taken from above:
O=P(O)(O)COc1ccccc1O in AmpC det inh = -2.8%
Cc1ccc(N)c(N)c1 in AmpC det inh = 10.8%

(cont.)
SMILES | AmpC det inh
COc1ccc(Cn2nnnc2C(c2cc(OC)ccc2OC)N2CCC(C(N)=O)CC2)cc1 (configuration not stated) | -4.6%
CCOC(=O)c1cnc(SCC(=O)Nc2ccc(NC(C)=O)c(OC)c2)nc1N | -1.2%
CCOC(=O)C12CNC(=O)C(C(=O)OCC)(CNC1=O)C2 | 10.0%
Nc1nnc(CCN2CCCCC2)s1 | -0.7%
COc1cccc(NC(=O)CN2CCN(S(=O)(=O)c3ccc(C(C)C)cc3)CC2)c1 | -4.5%
O=C(NC1CCCC1)C(c1cccs1)N(Cc1ccco1)C(=O)Cn1nnc(-c2cccs2)n1 (configuration not stated) | 9.4%
COc1ccc([C@H](O)c2ccccn2)cc1 | -6.7%[5.75 µM]
COc1ccccc1NC(=O)C1=C(C)NC2=C(C(=O)CCC2)C1c1ccc(C)o1 (configuration not stated) | 1.4%
O=C(Oc1ccc2c(c1)OCO2)c1cc2c(s1)CCC2 | 0.7%
COc1ccc(OC)c(NC(=O)c2cc(-c3ccc(C)cc3O)n[nH]2)c1 | -4.1%
CCCS(=O)(=O)N1CCC(C(=O)N2CCC(Cc3ccccc3)CC2)CC1 | -0.4%
CCCC/C=C/C(NC(=O)c1cccs1)c1ccccc1 (configuration not stated) | 16.2%
CCOc1ccccc1CN(CCc1ccc2c(c1)OCO2)Cc1ccccn1 | 10.7%
CC(=O)N1[C@H](Cc2ccccc2)C=C[C@]1(C)C(=O)NCc1ccccn1 | 15.9%
CC(C)CC(OC(=O)c1ccco1)C(=O)NCC1CCCO1 (configuration not stated) | -3.5%
CN1C(=O)c2ccccc2N(C)C1c1ccc2c(c1)OCO2 (configuration not stated) | -5.2%
COc1ccc(-c2cn3c(C)c(C(=O)NCCN4CCOCC4)sc3n2)cc1 | -6.9%
COCCCNC(=O)c1cccc(OC)c1OC | -2.1%
c1cc(-c2noc(CC3CCCCC3)n2)ccn1 | -2.9%
CN(C)Cc1cc(C(C)(C)C)cc(CNC2CCCCC2)c1O | -2.7%[5.75 µM]
CCOC(=O)N1CCN(C(=O)c2ccc3nc4cc(Cl)ccc4c(=O)n3c2)CC1 | -3.2%
COc1ccc(-n2c(=O)c(-c3cn(C)c4ccccc34)nc3cnc(OC)nc32)cc1 | -0.1%
Cc1ccc2c(c1)N(CC(=O)NCCc1c[nH]c3ccccc13)C(=O)CO2 | -2.2%
COc1cc(/C=C(\C#N)C(N)=O)cc(CSc2nc3ccccc3s2)c1O | -4.0%
Cc1ccc(NC(=O)Cc2cn3ccsc3n2)nc1 | -2.7%
SMILES | AmpC det inh
CC1(C)CC2CC(C)(CN2C(=O)c2cccs2)C1 (configuration not stated) | -2.1%
CCN(CC)c1ccc(-c2nn3c(-c4ccccc4OC)nnc3s2)cc1 | -3.9%
OCCN1CCN(c2ncnc3nc[nH]c23)CC1 | 11.7%
COc1ccc(S(=O)(=O)N(Cc2ccccc2)Cc2nc(-c3ccccc3)no2)cc1 | -7.0%
O=C(CSc1ncnc2sc3c(c12)CCCC3)c1ccco1 | 13.6%
O=CNc1ccccc1Oc1ccccc1 | 1.3%
CN=C(SCc1ccccc1)c1c(O)n(C)c(=O)n(C)c1=O | 2.6%
COC(=O)c1c(-c2cccs2)csc1NC(=O)c1cccnc1 | -4.9%
COc1ccc(C(=O)Oc2ccc(C(C)=O)cc2)c(OC)c1 | 8.8%
O=C1CC(=O)N(c2ccc3c(c2)OCO3)C(=O)N1 | -2.9%
CCNS(=O)(=O)c1ccc(C)cc1 | 7.1%
COc1ccccc1N1CCN(C(=O)c2cc3cc(Br)ccc3oc2=O)CC1 | 11.9%
COc1cccc(CC(NC(C)=O)C(=O)NC2CCN(c3nc(C)cc(C)c3C#N)CC2)c1OC (configuration not stated) | 9.6%
COc1ccc(Cl)cc1NC(=O)COC(=O)CCNC(C)=O | -2.6%
CC(=NCCN1CCOCC1)C1=C(O)c2ccccc2C1=O | 10.0%
C[C@@H](CCC[C@@H]1SC[C@H]2NC(=O)N[C@H]12)C(=O)O | -2.5%[5.75 µM]
O=S1(=O)CCN(c2ccccc2CC(c2c[nH]c3ccccc23)c2c[nH]c3ccccc23)CC1 | -3.3%[5.75 µM]
N#CCCCSc1nnnn1-c1cccc(Cl)c1 | -1.8%
CCNC(=O)c1sc(=S)n(CC)c1N | -1.8%
CCOC(=O)C1CCN(S(=O)(=O)Cc2ccc(Cl)cc2)CC1 | -6.6%
COc1cccc(OCc2nnc(SC)n2C)c1 | 7.2%
CC1CN(C(=O)c2cccc(S(=O)(=O)N3CCOCC3)c2)CC(C)O1 (configuration not stated) | 0.1%
O=C(NCCCN1CCN(c2ccccc2F)CC1)C1CCC(=O)N1C1CCCC1 (configuration not stated) | 4.5%
Cc1cc(Cl)c(S(=O)(=O)Nc2ccccn2)cc1OCC(N)=O | -5.0%
CCOCCCNC(=O)c1cc2c(-c3ccc(Cl)cc3)nn(C)c2s1 | 8.2%

Some of the entries so far, with tabs:
structure	AmpC det inh
COC(=O)c1c(-c2cccs2)csc1NC(=O)c1cccnc1	-4.9%
COc1ccc(C(=O)Oc2ccc(C(C)=O)cc2)c(OC)c1	8.8%
O=C1CC(=O)N(c2ccc3c(c2)OCO3)C(=O)N1	-2.9%
CCNS(=O)(=O)c1ccc(C)cc1	7.1%
COc1ccccc1N1CCN(C(=O)c2cc3cc(Br)ccc3oc2=O)CC1	11.9%
COc1cccc(CC(NC(C)=O)C(=O)NC2CCN(c3nc(C)cc(C)c3C#N)CC2)c1OC (configuration not stated)	9.6%
COc1ccc(Cl)cc1NC(=O)COC(=O)CCNC(C)=O	-2.6%
CC(=NCCN1CCOCC1)C1=C(O)c2ccccc2C1=O	10.0%
C[C@@H](CCC[C@@H]1SC[C@H]2NC(=O)N[C@H]12)C(=O)O	-2.5%[5.75 µM]
O=S1(=O)CCN(c2ccccc2CC(c2c[nH]c3ccccc23)c2c[nH]c3ccccc23)CC1	-3.3%[5.75 µM]
N#CCCCSc1nnnn1-c1cccc(Cl)c1	-1.8%
CCNC(=O)c1sc(=S)n(CC)c1N	-1.8%
CCOC(=O)C1CCN(S(=O)(=O)Cc2ccc(Cl)cc2)CC1	-6.6%
COc1cccc(OCc2nnc(SC)n2C)c1	7.2%
CC1CN(C(=O)c2cccc(S(=O)(=O)N3CCOCC3)c2)CC(C)O1 (configuration not stated)	0.1%

Next results
SMILES | AmpC det inh
COc1ccc(-n2c(=O)c(-c3ccc(F)cc3)nc3cnc(N4CCOCC4)nc32)cc1 | -1.0%
O=C(NCc1cccnc1)c1ccc2c(=O)n(CCCN3CCCC3=O)c(=S)[nH]c2c1 | 0.2%
CC(=O)c1oc2ccccc2c1N | 2.7%
CC(CO)(CO)Nc1ncnc2ccccc12 | -3.3%[5.75 µM]
O=C1C2C3C=CC(C3)C2C(=O)N1c1ccccc1 (configuration not stated) | 6.7%
Cc1ccccc1-c1nc(Cc2ccccc2)no1 | 6.8%
COc1cccc2c1[C@@H]1CN(CCCCn3c(=O)[nH]c4c(sc5ncc(-c6ccccc6)nc54)c3=O)C[C@H]1CO2 | -1.2%
CCOC(=O)N1CCN(S(=O)(=O)c2ccc(F)c(C(=O)Nc3cc(C)cc(C)c3)c2)CC1 | 1.7%
O=C(COC(=O)c1n[nH]c2ccccc12)NC(=O)NC1CCCCC1 | 0.0%
O=C1CC(N2CCC(c3nc4ccccc4o3)CC2)C(=O)N1c1ccc(Cl)c(C(F)(F)F)c1 (configuration not stated) | -6.0%
COc1ccc(C2CC(=O)c3cnc(N)nc3C2)c(OC)c1 (configuration not stated) | 1.8%
CCOC(=O)c1ccc(-n2c(=S)sc3c(=O)[nH]c(C)nc32)cc1 | 0.2%
COc1ccc(-n2c(=O)c(-c3ccc(F)cc3)nc3cncnc32)cc1 | -0.3%
COC(=O)CSc1nnc(-c2cccnc2)n1-c1cc(OC)cc(OC)c1 | -1.1%
O=C(CSc1nccn1-c1ccc(Cl)cc1)Nc1ccc2c(c1)OCO2 | -3.0%
CC(=O)Nc1nonc1-c1nc2ccccc2n1Cc1ccccn1 | -5.2%
CNC(=O)CN(C#N)c1nc(N(C)C)nc(N(C)C)n1 | 0.1%
Cc1cc2c(c(=O)n1C1CC1)C(c1cccc(Cl)c1)C(C#N)=C(N)O2 (configuration not stated) | 0.1%
O=C(NCc1ccccc1)C(c1cccnc1)N(Cc1ccco1)C(=O)c1ccccn1 (configuration not stated) | -4.1%
NC1=C2NC=N[C@@H]2N(C/C=C\c2ccccc2)C=N1 | 1.2%[5.75 µM]
CCOc1ccc(NC(=O)C/C(N)=N/O)cc1 | 15.0%
CC(OC(=O)c1cccc(NS(C)(=O)=O)c1)C(=O)Nc1ccc(N2CCOCC2)cc1 (configuration not stated) | 5.3%
OCCOCCO | 8.0%
O=C(CSc1ncnc2nc[nH]c12)N1CCN(c2ccccc2)CC1 | -4.0%
CCCOn1c(OCC(C)C)nc2ccccc2c1=O | -0.7%
